Screening results as filed in PubChem BioAssay.
Epigenetic mod = qHTS Assay for Epigenetic Modulators | mouse C127i GFP locus derepression, cytometry, 30 h | Potency, µM (highest dose often 46.1 µM), inactives show at the highest dose GFP derepression (activation) | 68,000 compounds, 0.09% hits | AID 597, 2007; also: % of control where 0% means no effect
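Read-out is the number of GFP-positive cells, scored as fluorescent objects 20 to 120 um wide, reflecting derepression of a silenced CMV-GFP reporter in murine C127i cells after 30 h compound exposure at 37 C.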
Texas Red fluor = qHTS Assay for Spectroscopic Profiling in Texas Red Spectral Region; Compound fluorescence, Texas Red channel, 547/618 nm; stronger effect = higher value; AID 587, 2007; max dye-equivalent concentration, M; 59,000 compounds, 0.06% hits; in the data active = max dye-equivalent concentration above about 10 nM; inconclusive = between about 1.1 nM and that limit
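Spectral interference profiling: each compound concentration's relative fluorescence, read with a 547 nm excitation and 618 nm emission filter pair, was normalized to a per-plate Texas Red standard curve.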
HADH2 inh = qHTS Assay for Inhibitors of HADH2 (Hydroxyacyl-Coenzyme A Dehydrogenase, Type II). 3-hydroxyacyl-CoA dehydrogenase type-2 (Homo sapiens), Q99714. recombinant HADH2, NADH fluorescence, beta-hydroxybutyryl-CoA. Potency, µM (highest dose often 57.1 µM), for the others: top-dose activity change, negative = inhibition, most hits filed as inhibitors. 73,000 compounds, 3.4% hits; also: potency is read from the fitted curve at half-maximal effect; % is scaled to controls: 0 for no effect and ±100 for the full control effect; nearly all actives have a fitted effect of over 60% in size; many of its hits are not listed in these tables
Target sequence (Q99714 whole entry, looked up, one chain of several): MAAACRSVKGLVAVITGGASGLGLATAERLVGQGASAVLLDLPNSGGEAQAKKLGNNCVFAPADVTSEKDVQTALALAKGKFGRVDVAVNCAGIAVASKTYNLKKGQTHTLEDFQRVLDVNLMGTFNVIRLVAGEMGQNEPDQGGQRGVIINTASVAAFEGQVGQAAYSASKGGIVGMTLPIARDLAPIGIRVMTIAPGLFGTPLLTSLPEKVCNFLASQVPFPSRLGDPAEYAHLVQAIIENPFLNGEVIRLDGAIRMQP
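Read-out: 360 nm excitation, 450 nm emission, kinetic over 4 min. Conditions: His-tagged human HADH2 20 nM, pH 9.0 Tris with Tween-20, 1 mM NAD+, 90 uM beta-hydroxybutyryl-CoA.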
HBB splice mod = qHTS Assay for Modulators of Hemoglobin Beta Chain Splicing | Potency, µM (doses to about 46.1 µM), for inactives: at the highest dose activation, hits mostly activators | HBB splicing reporter cell assay, activation; EGFP reporter with mutant IVS2-654 intron; response scale: normalised to 500 nM splice-correcting PNA | 65,000 compounds, 0.06% hits; also: potency is read from the fitted curve at half-maximal effect; 0% is about no effect
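HeLa cells stably expressing EGFP interrupted by mutant beta-globin intron 2 (IVS2-654), 500/well in 2% FCS. Treated with compound for 2 days at 37C. Splicing correction scored as total well GFP intensity (488 nm excitation, 500-520 nm emission); 500 nM antisense PNA served as control.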
Pol III holo inh = qHTS Assay for Inhibitors of DNA Polymerase III Holoenzyme System; Potency, µM (titrated, usually from 57.1 µM), for inactives: at the highest dose activity change, negative = inhibition; reconstituted DNA polymerase III holoenzyme replication, biochemical; AID 603, 2007; 71,000 compounds, 0.25% hits; also: potency is read from the fitted curve at half-maximal effect; % is scaled to controls: 0 for no effect and ±100 for the full control effect
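Reconstituted *E. coli* holoenzyme (0.35 nM Pol III, 1 nM beta, 154 nM SSB, 2 nM primase) was preincubated with compound for 15 min at RT. Synthesis on 1.4 nM ssM13Gori ran 35 min, then was stopped with PicoGreen/EDTA and read as dsDNA fluorescence.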
Rhodamine fluor = qHTS Assay for Spectroscopic Profiling in Rhodamine Spectral Region. Rhodamine-region fluorescence, 547/598 nm, Tris buffer; stronger effect = higher value. max dye-equivalent concentration, M. 59,000 compounds, 0.05% hits. AID 594, 2007; in the data active = max dye-equivalent concentration above about 11 nM; inconclusive = between about 1.1 nM and that limit
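Intrinsic compound fluorescence, ex 547 / em 598 nm, CCD imager. Tris 100 mM pH 8.0; 15 min RT. Output = rhodamine dye-equivalent concentration at each compound concentration.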
Fluorescein fluor = qHTS Assay for Spectroscopic Profiling in Fluorescein Spectral Region | 59,000 compounds, 0.91% hits | Compound autofluorescence, 480/540 nm, fluorescein-equivalent; stronger effect = higher value | max fluorescein-equivalent concentration, M | AID 593, 2007; in the data active = max fluorescein-equivalent concentration above about 10 nM; inconclusive = between about 1.1 nM and that limit
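Library compounds, added at multiple concentrations to pH 8.0 Tris buffer (100 mM), incubate 15 min at room temperature before CCD imaging at 480 nm excitation and 540 nm emission.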
UbGFP stabilizer = Ubiquitin-GFP Assay | AID 526, 2006 | Ubiquitin-GFP reporter cells, proteasome inhibition, GFP fluorescence; response scale: untreated = 0%, 10 µM MG-132 = 100% | 67,000 tested, under 10 active | Potency, µM (highest dose often 45.9 µM), without a hit: at the highest dose activation (GFP accumulation), most hits filed as activators; active = well fitted activation curve with a large enough effect, not every such curve was filed as active; inconclusive = small, poorly fitted or top-dose-only effect, or another doubt; inactive = no such curve, though single readings can be large or run the other way; also: potency is read from the fitted curve at half-maximal effect
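Proteasome blockade was scored as a rise in GFP-expressing U2OS cells carrying a ubiquitin(G76V)-GFP construct, imaged after 4 hr compound treatment at 37 °C across a 46 uM–2.9 nM series.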
4MU fluor = qHTS Assay for Spectroscopic Profiling in 4-MU Spectral Region. compound autofluorescence, 340/450 nm, 4-MU equivalents; stronger effect = higher value. max dye-equivalent concentration, M. 59,000 compounds, 11% hits; in the data active = max dye-equivalent concentration above about 10 nM; inconclusive = mostly about 1.1 nM to 9.6 nM
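Compounds in 100 mM Tris, pH 8.0, incubated 15 min at room temperature, then fluorescence read at 340 nm excitation/450 nm emission. Signal converted to 4-MU dye-equivalent concentration using an on-plate six-point 4-MU standard curve.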
15-hLO inh = qHTS Assay for Inhibitors of 15-hLO (15-human lipoxygenase); purified 15hLO-1, xylenol orange hydroperoxide absorbance; Potency, µM (titrated, usually from 57.1 µM), inactives show at the highest dose activity change, negative = inhibition, most hits filed as inhibitors; 74,000 compounds, 1.4% hits; AID 887, 2007; also: potency is read from the fitted curve at half-maximal effect; % is scaled to controls: 0 for no effect and ±100 for the full control effect; nearly all actives have a fitted effect of over 55% in size
Target sequence (P16050 whole entry, looked up): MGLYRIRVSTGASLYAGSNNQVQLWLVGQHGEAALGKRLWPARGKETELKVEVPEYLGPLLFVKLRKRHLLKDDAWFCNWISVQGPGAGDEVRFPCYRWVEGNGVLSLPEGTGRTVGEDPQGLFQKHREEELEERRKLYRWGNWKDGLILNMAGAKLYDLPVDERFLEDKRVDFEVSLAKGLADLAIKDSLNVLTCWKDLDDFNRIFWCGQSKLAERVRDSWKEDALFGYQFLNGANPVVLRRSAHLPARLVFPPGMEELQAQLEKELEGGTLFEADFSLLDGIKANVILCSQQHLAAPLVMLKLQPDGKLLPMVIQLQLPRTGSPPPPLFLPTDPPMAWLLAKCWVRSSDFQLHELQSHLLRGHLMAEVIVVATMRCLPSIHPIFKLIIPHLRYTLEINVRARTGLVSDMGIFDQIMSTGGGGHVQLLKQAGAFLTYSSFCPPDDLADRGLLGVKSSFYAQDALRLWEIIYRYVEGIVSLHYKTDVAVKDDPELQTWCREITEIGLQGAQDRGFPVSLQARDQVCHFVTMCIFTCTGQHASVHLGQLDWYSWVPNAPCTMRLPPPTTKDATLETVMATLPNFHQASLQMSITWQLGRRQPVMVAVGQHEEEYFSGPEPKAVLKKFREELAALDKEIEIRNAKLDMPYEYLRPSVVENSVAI
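Quantitative HTS in 25 mM Hepes pH 7.5 containing 0.01% Triton X-100: human 15hLO-1 at 40 nM, arachidonic acid at 50 uM, 6 min turnover. Product quantified via ferrous oxidation/xylenol orange, 573:405 nm absorbance ratio.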
Hsp90 Hop PPI = qHTS Assay for Disrupters of an Hsp90 Co-Chaperone Interaction. Hsp90 C-terminal peptide / TPR2A (Hop) interaction, human. AlphaScreen TPR2A-His6 binding biotin-Hsp90 C-terminal peptide. Potency, µM (series often up to 57 µM), inactives show at the top dose activity change, negative = inhibition. 71,000 compounds, 0.44% hits. AID 595, 2007; active = well fitted curve in either direction with a large enough effect; inconclusive = small, poorly fitted or top-dose-only effect, or another doubt; also: potency is read from the fitted curve at half-maximal effect; % is scaled to controls: 0 for no effect and ±100 for the full control effect; many of its hits are not listed in these tables
* hit, by the source's call; i = inactive; ? = inconclusive; . = not tested or not shown; & = joins results of further samples; [ ] = remark or other dose. Unless noted, calls follow the shape of the dose curve; as a rule, active = well fitted curve in the direction sought with a large enough effect; inconclusive = small, poorly fitted or top-dose-only effect, or another doubt; inactive = no such curve, though single readings can be large; an effect the other way counts as inactive or inconclusive. An excerpt; count on the stated rates, not on these rows.

smiles	Epigenetic mod	Texas Red fluor	HADH2 inh	HBB splice mod	Pol III holo inh	Rhodamine fluor	Fluorescein fluor	UbGFP stabilizer	4MU fluor	15-hLO inh	Hsp90 Hop PPI
CC(C)CCNC(=O)NC(=O)COC(=O)C1=COCCO1	7%	i	-13%	-0.4%[57.5 µM]	-6%	i	i	-4%	i	0%	0%
COc1ccc2cc(CN(CC3COCCO3)S(=O)(=O)c3ccccc3)c(=O)[nH]c2c1 (stereo unspecified)	1%	i	128%[activator]	0.0%	-6%	i	?	3%	i	-12%	-2%
CC(=O)N1CCN(CCN=CC2=C(O)CC(c3ccc(Cl)cc3)CC2=O)CC1 (stereo unspecified)	4%	.	-8%	-7.3%	-12%	.	.	6%	.	10%	0%
Cc1cc(NC(=O)c2cc(-c3ccncc3)nc3c(C)cccc23)no1	3%	i	9%	0.0%	-7%	i	i	0%	1e-08M*	6%	-10%
CCOC(=O)c1[nH]c2cc3c(cc2c1NC(=O)CN1CCCCC1C)OCO3 (stereo unspecified)	0%[20.6 µM]	?	.	.	.	i	i	.	2.7e-08M*	.	.
Cn1c(NC(=O)c2ccco2)c(-c2ccccc2Cl)c(=O)c2ccccc21	0%	i	-5%	0.0%	-8%	i	i	5%	i	-3%	-4%
COC(=O)C(C(=O)Nc1cc(C)on1)C1CCCCCC1 (stereo unspecified)	-1%	i	3%	0.1%	1%	i	i	-1%	i	0%	0%
COc1cccc(-c2nnc(SCC(=O)Nc3ccc(OC)c(OC)c3)n2N)c1	6%	i	8%	7.0%[0.369 µM]	-2%	i	i	-1%	8.3e-08M*	4%	-2%
COCCn1nnnc1C(C(C)C)N(Cc1cccnc1)Cc1cc2cc(OC)ccc2[nH]c1=O (stereo unspecified)	0%	?	-2%	.	-16%	i	?	-2%	3.3e-07M*	?	-10%
COc1ccccc1N1CCN(C(=O)c2ccc(S(=O)(=O)N3CCCCC3)cc2)CC1	4%	i	7%	-1.3%	8%	i	i	-4%	i	10%	-4%
O=[N+]([O-])c1ccc([C@@H](Nc2ccccc2)c2ccc3cccnc3c2O)cc1	-3%[9.22 µM]	i	-26%[11.4 µM]	0.0%[9.22 µM]	-12%[11.4 µM]	i	?	-11%[9.17 µM]	i	-8%[11.4 µM]	-21%[11 µM]
CS(=O)(=O)OCCCCOS(C)(=O)=O	.	.	-8%&1%	0.1%&0.2%	-4%&2%	.	.	.	.	?	-11%&-1%
Clc1ccccc1OCc1nc(-c2ccncc2)no1	0%	?	-1%	-1.4%	0%	i	i	-3%	i	1%	-1%
O=C(Nc1ccc2c(c1)OCO2)C1CCCN1C(=O)Nc1cccc(F)c1 (stereo unspecified)	1%	i	-2%	.	-4%	i	i	5%	i	4%	-2%
Cc1ccc(-c2nc3ccccc3[nH]2)s1	-2%	.	25µM*	0.6%	-3%	.	.	-13%	.	-13%	-5%
Cc1ccc(NC(=O)COC(=O)c2ccn(C)n2)cc1	0%	?	5%	0.2%[57.5 µM]	-2%	i	i	0%	i	7%	1%
CCCNC(=O)c1cc(-c2ccc(OC)cc2)on1	-3%	i	7%	-0.1%	0%	i	i	2%	?	-2%	-3%
CC(=O)Nc1ccc(S(=O)(=O)Nc2cccc(-c3nc4cc(C)ccc4o3)c2)cc1	-5%	i	-2%	-0.7%	-1%	i	i	-1%	i	-3%	-2%
COc1ccc(NC(=O)CN(C)S(=O)(=O)c2ccc3c(c2)OCCO3)c2ncccc12	-1%	?	1%	-1.1%	-3%	i	?	-1%	?	-3%	0%
Cc1cc(C)cc([N+](=O)[O-])c1	.	.	-14%	-0.1%	10%	.	.	.	.	-4%	2%
O=C(NC1CCCC1)C(c1ccncc1)N(Cc1cccs1)C(=O)c1csnn1 (stereo unspecified)	0%	i	-1%	-0.2%[57.5 µM]	-1%	i	?	2%	i	0%	-4%
CC1CCN(CCCn2c(=S)[nH]c3ccccc3c2=O)CC1	1%	.	-10%	-1.3%[9.22 µM]	-4%	.	.	2%	.	-9%	-2%
O=C(Nc1ccccc1-c1nc2ccccc2s1)c1ccco1	-2%	.	?	-1.1%[9.22 µM]	6%	.	.	0%	.	-20%	30%
Cc1onc(-c2c(F)cccc2Cl)c1C(=O)Nc1ccc(S(=O)(=O)Nc2ncccn2)cc1	1%	?	-2%	-0.7%	-2%	i	?	-3%	i	2%	-3%
O=C1CCCC2=C1C(c1cccs1)n1nc(SCc3ccccc3F)nc1N2 (stereo unspecified)	-2%	i	16µM*	-0.9%	-6%	i	?	-7%	5.7e-08M*	-28%	-12%
O=C(O)c1ccc(OCc2occc2C(=O)O)cc1	2%	i	-1%	-0.4%	-8%	i	i	-1%	i	10%	-1%
COc1cccc(C2=NOC(C(=O)NCC3CCCO3)C2)c1 (stereo unspecified)	2%	i	4%	-2.9%	1%	i	i	0%	i	6%	-3%
CC(=O)c1cc2ccccc2oc1=O	-6%[20.6 µM]	?	-15%[25.6 µM]	1.7%[20.6 µM]	-10%[25.6 µM]	i	i	-2%[20.5 µM]	1.4e-08M*	0%[25.6 µM]	0%[26 µM]
Cn1cc(Cl)c(-c2nc3ccccc3[nH]2)n1	2%	i	0%	.	-4%	i	i	-2%	i	5%	-1%
CN(C)C(=O)c1ccc(-c2cc(NCc3cccnc3)ncn2)cc1	-3%[9.22 µM]	i	?	1.0%	-7%	i	?	3%	i	30%[activator]	-3%

The last three entries of the part above are carried over, then new ones follow:
smiles	Epigenetic mod	Texas Red fluor	HADH2 inh	HBB splice mod	Pol III holo inh	Rhodamine fluor	Fluorescein fluor	UbGFP stabilizer	4MU fluor	15-hLO inh	Hsp90 Hop PPI
CC(=O)c1cc2ccccc2oc1=O	-6%[20.6 µM]	?	-15%[25.6 µM]	1.7%[20.6 µM]	-10%[25.6 µM]	i	i	-2%[20.5 µM]	1.4e-08M*	0%[25.6 µM]	0%[26 µM]
Cn1cc(Cl)c(-c2nc3ccccc3[nH]2)n1	2%	i	0%	.	-4%	i	i	-2%	i	5%	-1%
CN(C)C(=O)c1ccc(-c2cc(NCc3cccnc3)ncn2)cc1	-3%[9.22 µM]	i	?	1.0%	-7%	i	?	3%	i	30%[activator]	-3%
CCOC(=O)CC1=Nc2ccccc2NC(=O)C1	-6%	i	-5%	-2.3%[57.5 µM]	7%	i	?	0%	i	-7%	-2%
c1ccc(CSCc2ccccc2)cc1	.	.	-7%	1.5%	8%	.	.	.	.	-1%	15%
Clc1ccc(C2=Nn3c(nnc3-c3n[nH]c4c3CCC4)SC2)cc1	14%	?	13%	6.0%[1.84 µM]	4%	i	i	-4%	2.7e-08M*	2%	-6%
CC1(N)CCC(C(C)(C)N)CC1 (stereo unspecified)	.	.	10%	0.0%	4%	.	.	.	.	-12%	-1%
[N-]=[N+]=CC(=O)c1ccnc(C(=O)C=[N+]=[N-])c1	5%[20.6 µM]	i	.	.	.	i	?	.	i	.	.
CC1Cc2ccccc2N1C(=O)c1cnsn1 (stereo unspecified)	3%	i	-1%	1.9%	4%	i	?	0%	i	4µM*	?
CCOC(=O)C1CCN(c2c(N3CCCC(C(=O)OCC)C3)c(=O)c2=O)CC1 (stereo unspecified)	3%	.	-8%	0.0%	-3%	.	.	7%	.	0%	-1%
C=C(C)Cn1c(CCCNC(=O)CCC)nc2ccccc21	1%	i	11%	-1.3%	-6%	i	i	-20%	i	-2%	-5%
Cc1cccc(NC(=O)C(NS(=O)(=O)c2ccc3c(c2)CCC(=O)N3)c2ccccc2)n1 (stereo unspecified)	5%	i	?	-0.5%[0.369 µM]	-2%	i	i	.	i	-20%	-6%
CCC(=O)Nc1c(C)ccc2nsnc12	-2%	.	-11%[11.4 µM]	-5.9%[0.0738 µM]	4%[11.4 µM]	.	.	2%[9.17 µM]	.	-5%[11.4 µM]	-7%[11 µM]
N=C(N)SCCc1cnc[nH]1	-1%&-1%	?	3%&15%	1.0%	-2%&-5%	i	?	-1%&2%	?	16%[25.6 µM]	-19%&-7%
